Screening results from PubChem.
Siah-1 displacement: blockers of Siah-1 interaction with plectin peptide – biochemical, fluorescence polarization, rhodamine-plectin, uHTS, primary screen (AID 1817) | Siah-1 / rhodamine-plectin peptide fluorescence polarization; higher % means a stronger effect | one-dose displacement, % at 20 µM; IC50 in µM for titrated hits | 0.02% of 290,000 active;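 active means displacement of at least 50% at 20 µM, with a fluorescence ratio check between 0.3 and a set limit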;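 further: plate controls were Siah plus tracer with DMSO for no effect and tracer alone without Siah for full effect; strong numbers were not always called active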
GPR55 LPI antagonism: GPR55 antagonists blocking LPI-driven arrestin recruitment, primary screen, imaging, U2OS, beta-arrestin-GFP, LPI agonist (AID 2013) | U2OS GPR55 beta-arrestin-GFP translocation imaging, LPI antagonism; higher % means a stronger effect | inhibition, % at 10 µM, or IC50 in µM where a hit was titrated | 0.13% of 290,000 active;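 active means spots per cell inhibited over 60%, with over 100 cells counted and total cytoplasm intensity under 500,000; inconclusive means wells with under 100 cells, flagged as likely toxic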;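 further: U2OS cells stably carrying GPR55 and arrestin-GFP stimulated by 5 µM LPI near EC80; imaged beta-arrestin-GFP aggregate spots per cell after agonist stimulation; plate controls were LPI-stimulated DMSO wells for no effect and DMSO wells without LPI for full effect; some results filed as inactive read as strong as hits; confirmed hits need IC50 under 10 µM and bright autofluorescent wells are also inconclusive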
GPR35 arrestin U2OS: inhibition of zaprinast-stimulated GPR35 beta-arrestin translocation – imaging, U2OS, beta-arrestin-GFP, zaprinast agonist, primary screen (AID 2058); inhibition, % at 10 µM; hits with a dose series show IC50 in µM; U2OS GPR35 beta-arrestin-GFP translocation imaging, zaprinast antagonism; higher % means a stronger effect; 0.052% of 290,000 active;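 active means inhibition of at least 50% with at least 30 cells and total cytoplasm GFP at most 10,000,000; inconclusive means under 30 cells or total GFP of 10,000,000 plus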
KOR beta-arrestin-1: KOR agonists, beta-arrestin recruitment, primary screen, cell-based, luminescence, uHTS (AID 1777). KOR beta-arrestin recruitment, luminescence; higher % means a stronger effect. activation, % at 10 µM, or EC50 in µM where a hit was titrated. 0.02% of 280,000 active; in the data active means activation above about 50%, passing the limit was not always enough; further: a part of the inactive calls stands beside numbers as strong as those of hits
GPR55 beta-arrestin: selective activators of receptor GPR55 – imaging, U2OS cells, beta-arrestin-GFP redistribution, primary screen (AID 1961) | U2OS GPR55 beta-arrestin-GFP redistribution imaging; higher % means a stronger effect | 0.048% of 290,000 active | one-dose activation, % at 10 µM; EC50 in µM for titrated hits;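 active means activation above 40% with more than 50 cells counted in the well; inconclusive means wells holding fewer than 50 cells, flagged as toxic or sparse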;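 further: U2OS osteosarcoma cells stably expressing GPR55 and beta-arrestin-GFP; plate controls were DMSO negative control for no effect and LPI positive control for full effect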
KOR beta-arrestin-2: kappa opioid receptor blockers – cell-based, luminescence, uHTS (AID 1778) | one-dose inhibition, % at 10 µM; IC50 in µM for titrated hits | KOR beta-arrestin recruitment, luminescence, antagonist mode; higher % means a stronger effect | 0.091% of 290,000 active; in the data active means inhibition above about 50%; further: strong numbers were not always called active
NOD1 NF-kB reporter: inhibition of NOD1-driven NF-kB reporter – cell-based, luminescence, uHTS, primary screen (AID 1578) | NOD1-driven NF-kB luciferase reporter cells, luminescence; higher % means a stronger effect | inhibition, % at 4 µM; hits with a dose series show EC50 in µM | 1% of 290,000 active; in the data active means inhibition mostly above about 36%, no sharp cut-off; inactive means mostly below about 34%;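 further: HEK-293T reporter cells stimulated with the NOD1 agonist gamma-tri-DAP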
HIV peptide binding: cell-free HIV fusion peptide-binding blockers – biochemical, uHTS, fluorescence dequenching, primary screen (AID 1986); cell-free peptide binding, fluorescence dequenching, 30 min; higher % means a stronger effect; inhibition, % at 20 µM, or IC50 in µM where a hit was titrated; 0.3% of 290,000 active; in the data active means inhibition mostly above about 52%, no sharp cut-off; inactive means mostly below about 76%; further: some results filed as inactive read as strong as hits
AID2073: disruptors of CaV2.2 binding to Mint1 – biochemical, HTRF (AID 2073) | HTRF protein-protein interaction, Mint1-CaV2.2; higher % means a stronger effect | inhibition, % at 20 µM; hits with a dose series show IC50 in µM | 0.19% of 290,000 active; in the data active means inhibition mostly above about 51%, no sharp cut-off; inconclusive means no clear call, values can overlap the other calls; inactive means mostly below about 53%; further: some results filed as inactive read as strong as hits
* = called active by the depositor; ? = inconclusive; . = no result given; [ ] = remark or other dose. These rows are one share of the data; count on the stated rates, not on these rows.

Each structure is followed by: Siah-1 displacement	GPR55 LPI antagonism	GPR35 arrestin U2OS	KOR beta-arrestin-1	GPR55 beta-arrestin	KOR beta-arrestin-2	NOD1 NF-kB reporter	HIV peptide binding	AID2073
1	Cc1cccc(C)c1NC(=O)/C(C#N)=C/c1cccs1
→ 2%	-2%	24%	5.7%	-0.1%	-19%	-4%	2.2%	0%
2	COCCNC(=S)Nc1cccc2cnccc12
→ 9%	22%	-16%	-3.4%	0.1%	20%	-8%	-0.1%	-5%
3	CCCCN(C(=O)Oc1ccccc1)C1CCS(=O)(=O)C1 (configuration not stated)
→ 2%	4%	2%	0.8%	-0.2%	-12%	-2%	0.0%	3%
4	CC(C)(C)c1ccc(OCC(=O)N2CCCCCC2)c(Br)c1
→ 1%	-2%	15%	2.4%	0.2%	-4%[20 µM]	-54%	1.4%	-1%
5	CN(CC(=O)Nc1c(Cl)cccc1Cl)C(=O)c1ccncc1
→ -1%	1%	-17%	-2.3%	0.5%	12%	-15%	-1.2%	6%
6	COC(=O)c1ccc(/C=C2/SC(=S)N(CCCC(=O)Nc3ccccn3)C2=O)cc1
→ -3%	7%	-25%	12%	0.2%	.	-2%	1.1%	-5%
7	O=C(NCCCn1ccnc1)c1cc2c(s1)CCCC2
→ -2%	22%	-3%	0.0%	-0.1%	4%	-40%	-0.2%	-6%
8	CCOC(=O)c1sc(NC(=O)c2ccc(Cl)s2)cc1C
→ 2%	1%	11%	-4.6%	1.2%	-9%	-6%	1.4%	22%
9	COc1ccc(/C=C(/NC(=O)c2ccco2)C(=O)Nc2ccc(C(C)=O)cc2)cc1
→ -2%	2%	-2%	2.8%	-0.1%	-8%	-17%	-1.0%	0%
10	COc1cccc2c(=O)n(CC(=O)Nc3ccc(F)cc3)ccc12
→ -2%	13%	20%	-0.1%	-0.3%	-45%	-13%	-1.3%	?
11	Cc1ccc(C2CC(c3ccccc3C)n3nc(N)nc3N2)cc1 (configuration not stated)
→ 1%	8%	-4%	4.6%	-0.5%	31%	-6%	-0.4%	14%
12	COC(=O)c1nn(-c2ccccc2)c(=O)cc1O
→ 28%	0%	-6%	-11%	-0.3%	-9%	0%	3.3%	-7%
13	NC[C@@H]1O[C@H](O[C@H]2[C@@H](O)[C@H](O[C@@H]3[C@@H](O)[C@H](N)C[C@H](N)[C@H]3O[C@H]3O[C@H](CO)[C@@H](O)[C@H](O)[C@H]3N)O[C@@H]2CO)[C@H](N)[C@@H](O)[C@@H]1O
→ 14%	9%	-8%	2.3%	-0.5%	0%	-6%	-0.2%	11%
14	Oc1ccccc1-c1cc(C(F)(F)F)[nH]n1
→ 6%	7%	-2%	2.1%	0.7%	1%	3%	-1.4%	15%
15	CC1CCN(C(=O)C2CCN(S(=O)(=O)c3cnc[nH]3)CC2)CC1
→ 4%	0%	6%	-2.2%	-0.1%	16%	-12%	-3.0%	23%
16	Cn1cc(Br)c(C(=O)NNC(=O)c2cccc(Br)c2)n1
→ 0%	-10%	-1%	0.4%	0.0%	-33%	2%	-1.8%	7%
17	O=S(=O)(N/N=C/c1cccnc1)c1ccc(Cl)c(Cl)c1
→ 2%	8%	6%	2.4%	0.7%	6%	-1%	-1.0%	-30%
18	CCCOc1ccc(C(=O)C(CCC(CNCC)C(=O)c2ccc(OCCC)cc2)CNCC)cc1 (configuration not stated)
→ -5%	21%	-2%	2.0%	-0.2%	-34%	-3%	-4.9%	3%
19	COC(=O)C(NC(=O)CCC(=O)N[C@@H](C(=O)OC)c1ccccc1)c1ccccc1 (some centres not stated)
→ 2%	6%	-11%	-2.0%	0.9%	-37%[20 µM]	27%	-1.2%	6%
20	CCC(C)NC(=O)CO/N=C/c1ccc(C(=O)OC)cc1 (configuration not stated)
→ 3%	3%	-10%	0.1%	0.0%	6%	-3%	-0.4%	-2%
21	COC(=O)C(Cc1ccc(O)cc1)NC(=O)C12CC3CC(CC(C3)C1)C2 (configuration not stated)
→ -3%	6%	-8%	-0.5%	0.1%	-16%	-19%	1.2%	-4%
22	Cc1nn(C(=O)c2ccco2)c(C)c1Sc1ccc([N+](=O)[O-])cc1
→ -2%	4%	11%	4.6%	0.0%	-4%	-7%	1.1%	-8%
23	Cc1cccc(CSc2cn(CC(=O)N3CCOCC3)c3ccccc23)c1
→ 0%	6%	8%	0.3%	-0.1%	-2%	-48%	-2.9%	4%
24	Cc1occc1-c1nnc(SCC(=O)N2CCN(c3ccccc3F)CC2)n1C
→ 5%	8%	3%	1.3%	-0.2%	18%	-3%	0.2%	-5%
25	O=C(CSc1nncs1)Nc1ccc2c(c1)OCCO2
→ 2%	4%	-4%	-6.8%	0.0%	-1%	-30%	0.9%	-10%
26	COc1cccc(CN2CC(C(=O)NCCCn3ccnc3C)CCC2=O)c1 (configuration not stated)
→ -1%	9%	0%	-1.0%	-0.1%	-8%	5%	2.6%	8%
27	Cc1ccc2c(c1)C(O)(CC(=O)c1ccc3c(c1)OCO3)C(=O)N2 (configuration not stated)
→ -6%	3%	-12%	-2.3%	0.2%	-3%	-21%	-2.0%	0%
28	Cc1ccc(SCC(=O)Nc2cccc(C(=O)NC(C)(C)C)c2)cc1
→ 6%	18%	-2%	-1.0%	0.0%	1%	6%	-0.4%	-3%
29	COc1ccccc1CC(NC(C)=O)C(=O)N1CCN(C(=O)Nc2ccccc2Cl)CC1 (configuration not stated)
→ 2%	-14%	1%	2.9%	0.2%	-13%	-8%	1.2%	0%
30	Cc1c(Cl)cnn1CC(=O)NC1C(=O)N2C(C(=O)O)=C(CSc3nnnn3C)CSC12 (configuration not stated)
→ 6%	16%	-9%	2.3%	1.7%	24%	-28%	20%	25%

Full records from above.
COc1ccc(/C=C(/NC(=O)c2ccco2)C(=O)Nc2ccc(C(C)=O)cc2)cc1 across the screens: Siah-1 displacement = -2%; GPR55 LPI antagonism = 2%; GPR35 arrestin U2OS = -2%; KOR beta-arrestin-1 = 2.8%; GPR55 beta-arrestin = -0.1%; KOR beta-arrestin-2 = -8%; NOD1 NF-kB reporter = -17%; HIV peptide binding = -1.0%; AID2073 = 0%
COC(=O)C(NC(=O)CCC(=O)N[C@@H](C(=O)OC)c1ccccc1)c1ccccc1 (some centres not stated) across the screens: Siah-1 displacement = 2%; GPR55 LPI antagonism = 6%; GPR35 arrestin U2OS = -11%; KOR beta-arrestin-1 = -2.0%; GPR55 beta-arrestin = 0.9%; KOR beta-arrestin-2 = -37%[20 µM]; NOD1 NF-kB reporter = 27%; HIV peptide binding = -1.2%; AID2073 = 6%

The results go on:
Each structure is followed by: Siah-1 displacement	GPR55 LPI antagonism	GPR35 arrestin U2OS	KOR beta-arrestin-1	GPR55 beta-arrestin	KOR beta-arrestin-2	NOD1 NF-kB reporter	HIV peptide binding	AID2073
31	O=C(CC(CC(=O)c1ccccc1)C(=O)O)c1ccccc1
→ -4%	-4%	1%	-3.6%	-0.2%	-20%	18%	7.1%	4%
32	CC(C)c1ccccc1NC(=S)NCc1ccccc1F
→ 5%	0%	-12%	-1.2%	0.7%	1%	-24%	1.6%	-1%
33	COc1ccc(CN2C(=O)c3ccccc3C2C(=O)NCC2CCCO2)c(OC)c1 (configuration not stated)
→ 4%	9%	-10%	2.3%	0.6%	-3%	-12%	0.1%	3%
34	C/C(=N\NC(=O)C1CC1)c1ccc(C)c(C)c1
→ 14%	18%	10%	-3.5%	-0.1%	-27%	-37%	-0.8%	4%
35	CCOC(=O)Cn1c(=NC(=O)c2ccc([N+](=O)[O-])s2)sc2ccccc21
→ 6%	15%	-5%	5.1%	-0.2%	-11%	-1%	1.6%	7%
36	CCOc1ncccc1C(=O)NCCN1C(=O)S/C(=C/c2cccs2)C1=O
→ 3%	1%	2%	-2.2%	0.0%	3%	-19%	-0.5%	1%
37	COc1ccc(CN2C(=O)c3cccnc3C2=O)cc1S(=O)(=O)NCc1ccc(C)o1
→ -4%	18%	-12%	-9.3%	-0.1%	3%	-28%	-0.9%	9%
38	CCOC(=O)N1CCN(c2c(N3CCC(N4CCCCC4)CC3)c(=O)c2=O)CC1
→ 1%	3%	-1%	-1.1%	0.2%	34%	-10%	-2.6%	1%
39	C=C(C)[C@@H]1CC[C@]2(C(=O)O)CC[C@]3(C)C(CCC4[C@@]5(C)CC[C@H](O)C(C)(C)C5CC[C@]43C)C12 (some centres not stated)
→ 0%	-7%	-8%	-4.3%	0.6%	-39%[20 µM]	37%	-0.4%	24%
40	CNC(=O)CN1C(=O)c2ccccc2S1(=O)=O
→ 4%	17%	-1%	-1.7%	-0.2%	-5%	9%	2.1%	6%
41	Cc1cc(C)n(C(=O)c2ccccc2[N+](=O)[O-])n1
→ 3%	3%	8%	2.1%	-0.1%	13%	-18%	1.2%	1%
42	S=c1[nH]nc(-c2ccccc2)n1/N=C/c1c[nH]c2ccccc12
→ 0%	7%	-12%	-1.4%	-0.3%	-2%	20%	2.6%	-28%
43	COc1ccc(CNCC(=O)Nc2ccccc2-n2cccc2)cc1
→ -3%	-18%	-4%	-1.4%	-0.2%	-103%	16%	0.9%	-10%
44	Cc1cc(C)c(NC(=O)CN2C(=O)CC(C)S(=O)(=O)c3ccccc32)c(C)c1 (configuration not stated)
→ 6%	9%	-9%	5.0%	-0.1%	2%	-14%	-0.5%	7%
45	C=CCn1c(SCC(=O)Nc2ccc(N3CCOCC3)cc2)nnc1-c1ccncc1
→ -5%	-5%	7%	1.7%	0.3%	-37%	19%	0.4%	2%
46	COc1cc(N/C(=N/S(=O)(=O)c2ccccc2)c2ccccc2)ncn1
→ 2%	-2%	-18%	-2.9%	0.0%	12%	48%*	-0.8%	5%
47	CCCc1cc(C(=O)N(C2CCCCC2)C2CCCCC2)no1
→ 2%	15%	0%	-5.0%	-0.2%	29%	8%	4.2%	-3%
48	O=C(CSc1ncn[nH]1)NCCc1ccc(Cl)cc1Cl
→ -4%	-2%	-9%	-3.8%	-0.2%	26%	6%	-2.7%	12%
49	Cc1cc(=O)oc2c(C)c(OCC(=O)c3ccccc3)ccc12
→ 11%	-3%	4%	0.8%	-0.3%	-47%[20 µM]	-22%	2.2%	10%
50	Cc1cc(=O)oc2cc(Nc3ccccc3)ccc12
→ -5%	-5%	-2%	2.5%	-0.3%	22%	-19%	0.4%	14%
51	CCC(C)NC(=S)NNC(=O)c1ccncc1 (configuration not stated)
→ -2%	-14%	6%	-1.5%	0.5%	-31%	-23%	0.0%	-20%
52	CN(C)c1ccc(-c2nc3ccccn3c2/N=C/c2ccc(Br)cc2)cc1
→ -6%	13%	16%	-0.3%	-0.3%	22%	-4%	0.6%	7%
53	CCOC(=O)c1cnc2cc(-c3ccc(Cl)cc3)nn2c1N
→ -3%	8%	-11%	-1.6%	-0.2%	10%	.	-2.9%	21%
54	CCN(C(=O)CCS(=O)(=O)c1cccc2nonc12)c1ccc(F)cc1
→ 2%	5%	10%	-1.3%	0.2%	6%	-18%	-2.2%	-12%
